Screens: PubChem BioAssay, Broad Institute
CFTR F508del cor = CFTR F508del correction in bronchial cells. 350,000 compounds, 0.36% hits. CFBE cells, YFP halide quenching; stimulated with forskolin plus potentiator P3; % fluorescence drop versus neutral controls. activity (quench increase), % at 7.58 µM. AID 720511;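 active means mean added fluorescence quench of at least 8% versus neutral control, with both replicates also reaching 8%; inconclusive means only one of the mean or replicate conditions met; inactive means mean below 8% and not both replicates reaching 8%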;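 further: cells transiently co-express mutant CFTR-F508del with the halide-sensitive YFP; corrector assay measuring rescue of mutant channel to the surface after 24 h compound exposure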
RAD52 inh = inhibitors of human RAD52 DNA annealing. P43351. recombinant RAD52 DNA annealing, FRET fluorescence. inhibition, % at 18.7 µM. 360,000 compounds, 0.46% hits;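 active means every replicate showing at least 50% inhibition; inconclusive means mean inhibition at least 50% but not in every replicate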
Xi reactivation = activators of X-chromosome reactivation in mouse fibroblasts | XiGFP mouse fibroblasts, % GFP-positive cells imaging, 3 d; cells co-treated with 5-aza-dC sensitizer; scaled so ellipticine positive control = 100% | activation, % at 7.58 µM | 360,000 compounds, 0.055% hits;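 active means mean normalized replicate activation at least 10% and every replicate at or above 10%; inconclusive means only one of the two criteria met; inactive means mean below 10% and not all replicates reach 10%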;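 further: 0% = median of on-plate neutral control wells and 100% = ellipticine 6 µM median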
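Material: XiGFP fibroblasts, SV40-immortalized; Buffer or medium: DMEM containing 5-aza-dC; Compound dosing: single point; Times: 3 days compound exposure.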
DENV2 CPE rescue = DENV2-induced cell death inhibition | CPE inhibition, % at 9.99 µM | 350,000 compounds, 1.7% hits | DENV2-infected cells, cytopathic effect rescue, plate reader; in the data active means CPE inhibition above about 20%, passing the limit was not always enough; inconclusive means no clear call, values can overlap the other calls; tested in BHK-21 cells;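 further: 0% = median of neutral control wells and 100% = median of positive control wells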
E-sel inducer = E-selectin induction on HUVECs; 260,000 compounds, 0.37% hits; activation, % at 7.58 µM; AID 686992; HUVEC E-selectin immunofluorescence imaging; normalized: neutral wells 0, TNF-alpha wells 100;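 active means mean E-selectin-positive cell signal at least 10% of the positive control, reached in at least 60% of replicates, without over 20% cell loss; inconclusive means no rule given, readout overlaps actives, possibly toxicity-flagged; inactive means the rest, including those meeting only one limit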;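 further: in these data hits start at about 27%; measured in HUVEC primary endothelial cells; signal is the percent of cells scored E-selectin positive by PE staining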
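System: HUVEC / Compound: single concentration / Signal: immunofluorescence imaging / Read-out: percent E-selectin-positive cells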
GSIS activator = primary screen for activators of insulin secretion dependent on glucose, INS-1E cells, GLuc reporter luminescence. activation, % at 16.6 µM. 370,000 compounds, 0.61% hits. INS-1E GLuc reporter insulin secretion, 2-3 h;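 active means lowest replicate activation of at least 40%, so every replicate reaches that level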;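 further: 0% = median of neutral control wells and 100% = median of IBMX positive control wells; some compounds called inactive have numbers as strong as hits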
RAD54 inh = RAD54 (human) branch migration inhibition; Q92698; RAD54 Holliday junction branch migration, FAM/BHQ fluorescence; inhibition, % at 10.4 µM; 360,000 compounds, 0.14% hits;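 active means mean normalized replicate activity at least 40 and at least half of replicates scoring 40 or more; inconclusive means only one of the two criteria met; inactive means mean below 40 and under half of replicates reaching 40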;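 further: 0% = median of neutral control wells and 100% = median of positive control wells; inhibitors cause a drop in the FAM fluorescence signal; in these data hits start at about 50%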
Target sequence (Q92698 whole entry, looked up): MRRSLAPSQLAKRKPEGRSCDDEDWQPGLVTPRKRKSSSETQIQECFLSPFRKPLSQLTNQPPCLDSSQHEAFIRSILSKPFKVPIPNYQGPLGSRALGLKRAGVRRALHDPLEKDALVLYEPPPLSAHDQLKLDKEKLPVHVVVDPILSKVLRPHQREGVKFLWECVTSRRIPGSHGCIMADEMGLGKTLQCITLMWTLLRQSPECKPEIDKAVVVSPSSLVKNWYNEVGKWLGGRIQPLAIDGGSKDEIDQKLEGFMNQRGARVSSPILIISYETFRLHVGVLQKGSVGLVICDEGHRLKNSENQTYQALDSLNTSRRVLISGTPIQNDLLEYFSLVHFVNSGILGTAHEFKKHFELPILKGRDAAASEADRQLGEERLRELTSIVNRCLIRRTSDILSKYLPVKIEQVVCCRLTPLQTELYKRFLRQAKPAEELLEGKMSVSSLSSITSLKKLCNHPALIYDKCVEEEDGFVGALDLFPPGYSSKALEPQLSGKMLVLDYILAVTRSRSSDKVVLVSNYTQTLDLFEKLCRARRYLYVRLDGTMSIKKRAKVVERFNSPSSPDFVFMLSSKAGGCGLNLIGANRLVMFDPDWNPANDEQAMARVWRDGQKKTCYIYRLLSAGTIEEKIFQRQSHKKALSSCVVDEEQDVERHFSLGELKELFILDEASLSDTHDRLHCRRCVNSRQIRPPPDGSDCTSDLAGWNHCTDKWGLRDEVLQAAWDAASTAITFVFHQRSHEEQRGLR
Casp6 inh = blocks human caspase-6 cleavage activity | P55212 | AID 686996 | 350,000 compounds, 0.53% hits | purified caspase-6, Z-VEID-R110 cleavage fluorescence | inhibition, % at 12.5 µM;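 active means mean inhibition across replicates at least about 35%, with every replicate also reaching that limit, limit read from the data; inconclusive means only one of the two criteria met; inactive means neither criterion met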;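 further: 0% = median of neutral control wells and 100% = no fluorescence left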
Target sequence (P55212 24-179 limits assumed): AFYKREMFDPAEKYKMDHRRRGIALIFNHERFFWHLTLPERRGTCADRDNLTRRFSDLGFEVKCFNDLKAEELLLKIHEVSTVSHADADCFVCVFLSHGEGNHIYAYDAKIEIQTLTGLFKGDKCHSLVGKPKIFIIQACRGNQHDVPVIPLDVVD
Target sequence (P55212 194-293 limits assumed): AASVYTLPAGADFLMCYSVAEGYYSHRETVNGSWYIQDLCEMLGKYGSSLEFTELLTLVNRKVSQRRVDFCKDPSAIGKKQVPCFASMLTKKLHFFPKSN
Numbers without * were called inactive; u = inconclusive; x = no result given.

SMILES	CFTR F508del cor	RAD52 inh	Xi reactivation	DENV2 CPE rescue	E-sel inducer	GSIS activator	RAD54 inh	Casp6 inh
CCC(=O)Nc1ccc2c(c1)OC[C@H](C)N(Cc1ccccn1)C[C@@H](C)[C@@H](OC)CN(C)C2=O	-1.8	2	0.3	-9	-0.3	-2	-9	-2
COc1ccc(N2CCN(S(=O)(=O)c3cc(-c4cc(C)no4)ccc3C(C)C)CC2)cc1	1.9	-30	0.2	-1	x	22	-7	-5
COc1ccc(C(=O)C2CCCN(C(=O)c3ccc4cc[nH]c4c3)C2)c(C)c1 (centres undefined)	-2.3	-24	2.0	-7	5.7	-1	-11	2
Cc1csc(NC(=O)c2ccc(Br)s2)n1	1.9	-53	0.1	5	0.0	12	-3	-1
COc1ccc(/C=N/NC(=O)c2ccc(NS(=O)(=O)c3cccs3)cc2)cc1	-1.2	-14	0.0	0	-1.1	-11	-3	4
O=C(O)C1=CCC(c2ccc(Cl)c(Cl)c2)N(S(=O)(=O)c2ccc(F)cc2)C1c1cccc(F)c1 (centres undefined)	-0.6	-1	0.0	6	-0.3	23	x	2
COC(=O)[C@H](CC(C)C)NC(=O)Nc1ccc(S(N)(=O)=O)cc1	2.2	-7	-0.1	-6	-0.1	2	9	0
Cc1cc(NC(=O)c2ccc(F)cc2)n(-c2ccccc2)n1	0.8	-4	0.1	-4	x	28	-10	4
COc1ccc(NC(=O)CN(C)C(=O)CN2C(=O)NC3(CCCCC3)C2=O)cc1	1.9	-13	-0.1	1	x	16	2	1
CC(=O)OCC(=O)[C@H]1CC[C@H]2[C@@H]3CC=C4C[C@@H](O)CC[C@]4(C)[C@H]3CC[C@]12C	-1.2	1	1.0	0	0.0	x	4	2
O=C1CCC(C(=O)Nc2ccc([N+](=O)[O-])cc2)N1 (centres undefined)	2.5	-17	-0.1	-5	x	13	-9	9
O=C(Cn1ccc(NC(=O)OCc2ccccc2)nc1=O)NCc1ccc2c(c1)OCO2	-0.2	5	0.0	x	-0.1	x	-2	8
O=C(Nc1ccc(F)cc1)N1CCCCN2[C@H](CO)[C@@H](c3ccc(C#Cc4ccccc4)cc3)[C@@H]2C1	2.7	-5	0.1	-1	-0.8	-32	-3	1
CC(C)c1cn([C@H]2C[C@@H]3O[C@@H](CO)CC[C@@H]3O[C@@H]2CCc2ccc(-c3ccccc3)cc2)nn1	-0.7	-4	x	-10	x	x	x	0
CC1CCN(C(=O)c2ccc(S(=O)(=O)NCc3ccco3)cc2)CC1	-3.2	-8	0.1	0	0.0	-2	-4	-1
C[C@H]1CN([C@@H](C)CO)C(=O)Cc2cc(NS(=O)(=O)c3ccc(Cl)cc3)ccc2O[C@H]1CN(C)S(=O)(=O)c1ccccc1	1.5	-6	0.2	-5	0.4	-12	-2	0
Cc1nn(CC(=O)Nc2cccnc2)c(C)c1[N+](=O)[O-]	-0.6	7	0.0	-4	0.1	8	8	4
C[C@H](CO)N1C[C@H](C)[C@@H](CN(C)Cc2ccc(Oc3ccccc3)cc2)Oc2ccc(NC(=O)c3ccncc3)cc2C1=O	-1.6	-9	-0.6	-2	0.0	-6	-17	0
COc1cc(/C=C/C(=O)O)ccc1OCc1ccc([N+](=O)[O-])cc1	-1.1	0	0.0	-5	x	11	x	2
O=C(c1ccc(F)cc1)N1CC(=O)N2[C@H](CO)[C@H](c3ccc(C#CC4CC4)cc3)[C@@H]2C1	0.3	4	0.1	14	0.0	-18	x	-1

Two compounds from above, reduced to RAD52 inh:
molecule,RAD52 inh
C[C@H](CO)N1C[C@H](C)[C@@H](CN(C)Cc2ccc(Oc3ccccc3)cc2)Oc2ccc(NC(=O)c3ccncc3)cc2C1=O,-9
COc1ccc(/C=N/NC(=O)c2ccc(NS(=O)(=O)c3cccs3)cc2)cc1,-14

Some of these compounds in order of their number in RAD52 inh, descending.
mol,RAD52 inh
O=C(Cn1ccc(NC(=O)OCc2ccccc2)nc1=O)NCc1ccc2c(c1)OCO2,5
CC(=O)OCC(=O)[C@H]1CC[C@H]2[C@@H]3CC=C4C[C@@H](O)CC[C@]4(C)[C@H]3CC[C@]12C,1
COc1ccc(/C=N/NC(=O)c2ccc(NS(=O)(=O)c3cccs3)cc2)cc1,-14

(list continues)
SMILES	CFTR F508del cor	RAD52 inh	Xi reactivation	DENV2 CPE rescue	E-sel inducer	GSIS activator	RAD54 inh	Casp6 inh
C[C@H](CO)N1C[C@H](C)[C@H](CN(C)Cc2ccc(C(=O)Nc3ccccc3N)cc2)Oc2ccc(NC(=O)Nc3ccccc3)cc2C1=O	1.2	-17	0.1	-9	4.6	7	2	-1
CNc1ccc(-c2cccc(C(C)=O)c2)cn1	-0.6	-2	0.1	15	2.0	21	-12	-1
C[C@H](CO)N1C[C@H](C)[C@@H](CN(C)Cc2ccc3c(c2)OCO3)Oc2c(NC(=O)C3CCOCC3)cccc2C1=O	-0.8	5	-0.9	5	x	-2	-1	2
Cc1cc(C(=O)NCCN2C(=O)S/C(=C\c3cccs3)C2=O)ccc1[N+](=O)[O-]	0.9	-5	0.0	3	x	2	x	0
CCOc1ccccc1-n1nnnc1SCC(=O)N1CCCC1=O	-3.7	-7	0.1	6	x	51*	-6	0
CCN(CC)CCCNc1cc(C)nc2cc(-c3cccs3)nn12	-2.9	7	-0.2	-2	x	7	x	-3
CCCC#Cc1cnc2c(c1)C(=O)N([C@H](C)CO)C[C@@H](C)[C@@H](CN(C)C(=O)Nc1ccccc1F)O2	-2.1	1	0.4	-4	-0.2	-4	-1	1
CN(C)CCCNC(=O)[C@H]1[C@H](CO)[C@H]2Cn3c(ccc(C4=CCCC4)c3=O)[C@@H]1N2Cc1cocn1	x	10	-0.1	3	-0.2	8	-1	-1
O=C(Nc1cccc(O)c1)c1ccc(C(F)(F)F)cc1	0.9	-19	0.0	u	x	-1	x	4
Cc1ccc(C(=O)OCC(=O)N2C(C)CCCC2C)cc1S(=O)(=O)N1CCCCC1 (centres undefined)	-0.6	-7	0.0	4	0.0	0	x	5
CNC(=O)C[C@@H]1CC[C@@H]2[C@H](COC[C@@H](O)CN2Cc2ccccc2F)O1	0.1	5	0.1	1	0.2	1	-2	0
CC12CCC3c4ccccc4CCC3(CO1)C2 (centres undefined)	-3.4	-10	0.2	-1	0.7	x	-11	4
C[C@@H]1CN([C@H](C)CO)S(=O)(=O)c2ccc(/C=C/c3ccccc3)cc2O[C@@H]1CN(C)C(=O)c1ccc2c(c1)OCO2	-5.1	10	-0.9	-1	0.2	-5	-14	-3
CCOC(=O)C1=CN(C)CCC1=O	0.8	-11	0.1	1	4.0	5	-7	6
Cc1ccccc1NS(=O)(=O)c1ccc2c(c1)NC(=O)CO2	-1.6	1	0.0	2	x	22	x	2
CC(Oc1ccccc1)C(=O)Nc1ccc(F)c(S(=O)(=O)N2CCOCC2)c1 (centres undefined)	-1.0	3	0.0	6	x	-3	-7	1
CCc1nnc2n1N=C(c1ccc(Cl)cc1)CS2	3.9	-2	0.0	2	x	12	7	-2
COc1ccc(CCN2CC(C(=O)NCCc3cccnc3)CCC2=O)cc1 (centres undefined)	-0.7	-24	0.2	-3	-0.2	-8	3	-2
Cc1ccc(N2C(=O)CN=C2Nc2nc(C)cc(C)n2)cc1	0.1	-15	0.2	-2	x	8	x	2
Cn1c(=O)oc2cc(S(=O)(=O)Nc3ccccc3O)ccc21	0.0	-8	0.2	7	0.1	5	1	0
Cn1c(N2CCN(C(c3ccccc3)c3ccccc3)CC2)nc2c1c(=O)[nH]c(=O)n2C	-0.4	-4	0.2	1	0.2	-8	-24	1
Clc1ccc(OCc2cc(-c3ccccc3)no2)cc1Cl	-1.1	-5	x	-1	x	12	x	-1
CN1CCC(N(C)C(=O)CCc2nc3ccccc3n2-c2ccccc2)CC1	-1.1	-5	-0.2	4	x	14	x	-1
COc1ccc(CN(C)C[C@@H]2OCc3cnnn3CCCC(=O)N([C@@H](C)CO)C[C@@H]2C)cc1	2.5	-1	0.3	-7	-0.2	5	-8	-2
CCCC(=O)N1CCC2(CC1)CN(C(=O)CN1CCOCC1)[C@H](CO)c1c2c2ccc(OC)cc2n1C	-0.4	x	0.2	3	0.0	-1	x	x
Cc1cc(NC(=O)CSc2ncccn2)no1	-0.4	-6	x	u	x	-4	-2	3
Cc1noc(C)c1S(=O)(=O)Nc1ccc2c(c1)C(=O)N([C@H](C)CO)C[C@H](C)[C@H](CN(C)C(=O)CCCN(C)C)OCCCC[C@H](C)O2	0.3	x	-0.1	5	0.0	21	6	x
C[C@@H](NC(=O)C[C@@H]1CC[C@H]2[C@H](COc3ccc(NC(=O)C4CCOCC4)cc3C(=O)N2C)O1)c1ccccc1	1.1	-10	0.0	1	0.1	1	10	-1
CCN(CC(=O)Nc1ccc(NC(C)=O)cc1)C(=O)c1ccccc1SCc1c(C)noc1C	0.3	-21	0.3	-6	0.5	-20	-1	1
Cc1ccnc2nc(C(=O)NC3CCCc4ccccc43)nn12 (centres undefined)	-2.1	-20	-0.1	-3	1.1	-5	x	4
O=C(NCCC(=O)N1CCN(C(=O)c2ccco2)CC1)c1ccccc1Cl	-1.8	-9	0.2	-2	0.4	-1	2	0
O=S(=O)(c1ccccc1)c1ncc(C(F)(F)F)cc1O	-0.5	-3	0.5	11	x	-18	-3	0
Cc1cc(C)n2nc(SCC(=O)Nc3ccc(F)c(F)c3F)nc2n1	0.2	-11	0.2	5	x	-6	8	-1
O=C(NC1CCCC1)N1CC2(C1)[C@H](c1ccccc1)[C@@H](CO)N2CC1CCOCC1	-0.2	x	0.2	38*	0.0	-4	x	1
CC(C)=CCN1CCN(Cc2cnc(N3CCOCC3)s2)CC1CCO (centres undefined)	0.0	-15	0.1	6	x	11	1	23
COc1ccc(NC(=O)N[C@H]2CC[C@@H](CCNC(=O)Cc3ccncc3)O[C@@H]2CO)cc1	-2.3	-22	-0.6	10	-0.5	0	0	1
C[C@@H]1CN([C@@H](C)CO)C(=O)c2cc(NC(=O)C3CCCCC3)ccc2O[C@@H](C)CCCCO[C@@H]1CN(C)CC1CCCCC1	0.0	-19	-0.1	-6	-0.2	-16	-5	0
CC(=O)Nc1ccc2c(c1)C(=O)N(C)[C@H]1CC[C@H](CC(=O)Nc3ccccc3Cl)O[C@@H]1CO2	-1.1	x	0.2	4	-0.1	11	-13	x
CC(C)Oc1cc(S(=O)(=O)N2CCCCC2)ccc1N	0.9	-7	0.0	3	x	2	-10	-1
COC(=O)c1ccc(N(CC(=O)NC2CCCCC2)C(=O)CNC(=O)c2ccco2)cc1	-0.7	4	0.2	-2	x	-3	5	3
O=C1CC(SCCO)C(=O)N1c1ccc(Oc2ccccc2)cc1 (centres undefined)	2.5	5	x	8	x	-7	5	1
CN(C)C(=O)CNC(=O)CN1C(=O)NC2(CCCc3sccc32)C1=O (centres undefined)	1.8	-8	0.1	3	0.0	11	-4	-3
C/C=C/c1ccc2c(c1)O[C@H](CN(C)C(=O)COC)[C@H](C)CN([C@@H](C)CO)S2(=O)=O	1.4	8	0.5	8	0.2	4	-2	4
O=C(C[C@@H]1CC[C@@H]2[C@H](COC[C@H](O)CN2C(=O)c2ccccc2F)O1)N1CCOCC1	-1.1	-4	0.1	-2	-0.2	9	0	0
COc1ccc(NC(=O)c2cccc(S(=O)(=O)Nc3ccc(Br)cc3)c2)cn1	0.3	-25	0.0	-12	-0.9	-51	x	0
CC1CCCCN1S(=O)(=O)c1ccc(C(=O)N(CCCN(C)C)c2nc3cc4c(cc3s2)OCO4)cc1 (centres undefined)	0.0	26	-0.2	-9	-0.3	-39	35	-25
